# Screens as filed in PubChem.
# SDO1 yeast rescue: restores growth of sdo1-depleted yeast; S. cerevisiae sdo1-depleted JHY4D growth rescue, OD600 30 h; active compounds read high; pdr5 snq2 efflux-pump mutant strain; z-score at 10 µM; hit rate 0.21% among 140,000; AID 817;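 active = z-score above 3 at both the 24 hr and the 30 hr optical density reads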;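 note: z-score against mean and SD of all compound wells on the same plate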
# INS promoter inh: TRM-6 insulin promoter activity inhibition; TRM-6 cells (human fetal islet line), insulin promoter-eGFP reporter, imaging; reporter expression induced with tamoxifen; inhibition, % at 2 µM; hit rate 0.9% among 130,000; AID 1273;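 active = inhibition above the mean plus 3 SD, with well images judged a real hit on visual review, cut at about 60% in these data, passing the limit was not always enough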
# SDO1 yeast rescue Rescue 24 h: second read-out of SDO1 yeast rescue, no call of its own (marks repeat the call); z-score; S. cerevisiae sdo1-depleted JHY4D growth rescue, OD600; measured here: growth rescue at 24 h;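 0 is the plate mean of compound wells and units are plate SD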
# An asterisk follows results filed as active; . = no result given.
SMILES,SDO1 yeast rescue,SDO1 yeast rescue Rescue 24 h,INS promoter inh
COc1ccc(-c2cnnc(N/N=C/c3ccc(O)c(OC)c3)n2)cc1,-0.12,-0.5,33
Nc1nc(NC(=O)/C=C/c2ccccc2)nn1-c1ccccc1,-0.18,-0.48,-185
COC(=O)c1[nH]c2cccc(OC)c2c1NC(=O)CCN1CC(C)CC(C)C1 (stereo unspecified),0.29,-0.09,23
NS(=O)(=O)c1ccc(-n2nc(C(=O)O)cc2-c2ccc(Cl)cc2)cc1,.,.,-91
O=S(=O)(Nc1nc2ccccc2nc1NCC1CCCO1)c1cccs1 (stereo unspecified),-0.87,-0.9,.
O=C(Nc1ccc(Cl)cc1)c1ccc(OC2CSC2)cc1,.,.,36
O=C1CC(c2cccc(Cl)c2)CC(O)=C1C=Nc1ccccc1 (stereo unspecified),-0.37,-0.1,-40
COCCCn1c(SCc2nnc(-c3ccc(OC)c(OC)c3)o2)nc2ccccc2c1=O,-0.75,-0.8,-37
O=C(COc1ccccc1)NCC(=O)NC1CCCCC1,.,.,25
CCOC(=O)C(=CNc1cc(C)nn1-c1ccc(Cl)cc1)C(=O)OCC,0,0.54,29
CCOC(=O)c1cc(-c2cccnc2)nn1-c1ccccc1C,.,.,56
O=c1[nH]c2ccc(Br)cc2c(-c2ccccc2)c1CN1CCOCC1,1.1,-0.4,.
COc1c2occc2cc2ccc(=O)oc12,1.7,2.1,21
CC(/C=C/c1ccco1)=N\NC(=O)c1cc(Cl)ccc1O,.,.,14
CCN(CC)S(=O)(=O)c1ccc(-c2nnc(SCc3nnc(-c4ccccc4)o3)o2)cc1,-0.24,1.8,.
O=Cc1ccc(N2CCCC2)c([N+](=O)[O-])c1,.,.,-89
O=c1cc(-c2ccccc2)[nH][nH]1,-0.11,-1,39
Cc1cc(N2C(=O)C3C4C=CC(C4)C3C2=O)no1 (stereo unspecified),1.6,1.5,-94
O=C(CN1C(=O)c2ccccc2C1=O)NCCc1c[nH]c2ccccc12,0.13,-0.34,5
CC(C)CC(c1nnnn1Cc1ccccc1)N1CCN(C(=O)c2ccco2)CC1 (stereo unspecified),0.49,0.5,-36
COc1cccc(CNC(=O)CCCCCn2c(=S)[nH]c3ccc(N4CCOCC4)cc3c2=O)c1,-0.7,0.31,-20
NC(=O)C1CCN(Cc2nnnn2Cc2ccco2)CC1,0.77,0.88,.
N#CC(=C1SC=CS1)c1nc(-c2ccccc2)cs1,-0.97,-0.56,.
C=CCn1c(SCc2cc(=O)n3ccsc3n2)nc2cc(Cl)ccc2c1=O,.,.,-50
CN(C)NC(=O)C(NC(=O)c1ccc(N)cc1)C12CC3CC(CC(C3)C1)C2 (stereo unspecified),.,.,12
COC(=O)c1ncn(C2OC(COC(C)=O)C(OC(C)=O)C2OC(C)=O)n1 (stereo unspecified),0.07,-0.56,-17
CCOc1ccccc1C1CC(=O)NC(SCC)=C1C#N (stereo unspecified),-0.59,-0.85,-41
CCOc1ccc(NC(=O)C2CC(=O)N(C(C)C)C2)cc1 (stereo unspecified),1.4,2.1,-12
COc1ccc(C(=O)NC2CC(C)(C)Cc3occc32)cc1 (stereo unspecified),0.36,0.08,.
N/C(=N\OC(=O)CC1CCCCC1)c1ccc([N+](=O)[O-])cc1,-2,-1.6,50

# Rewritten with bars between the fields: part of the list above.
smiles | SDO1 yeast rescue | SDO1 yeast rescue Rescue 24 h | INS promoter inh
CCOC(=O)c1cc(-c2cccnc2)nn1-c1ccccc1C | . | . | 56
O=c1[nH]c2ccc(Br)cc2c(-c2ccccc2)c1CN1CCOCC1 | 1.1 | -0.4 | .
COc1c2occc2cc2ccc(=O)oc12 | 1.7 | 2.1 | 21
CC(/C=C/c1ccco1)=N\NC(=O)c1cc(Cl)ccc1O | . | . | 14
CCN(CC)S(=O)(=O)c1ccc(-c2nnc(SCc3nnc(-c4ccccc4)o3)o2)cc1 | -0.24 | 1.8 | .
O=Cc1ccc(N2CCCC2)c([N+](=O)[O-])c1 | . | . | -89
O=c1cc(-c2ccccc2)[nH][nH]1 | -0.11 | -1 | 39
Cc1cc(N2C(=O)C3C4C=CC(C4)C3C2=O)no1 (stereo unspecified) | 1.6 | 1.5 | -94
O=C(CN1C(=O)c2ccccc2C1=O)NCCc1c[nH]c2ccccc12 | 0.13 | -0.34 | 5
CC(C)CC(c1nnnn1Cc1ccccc1)N1CCN(C(=O)c2ccco2)CC1 (stereo unspecified) | 0.49 | 0.5 | -36
COc1cccc(CNC(=O)CCCCCn2c(=S)[nH]c3ccc(N4CCOCC4)cc3c2=O)c1 | -0.7 | 0.31 | -20
NC(=O)C1CCN(Cc2nnnn2Cc2ccco2)CC1 | 0.77 | 0.88 | .
N#CC(=C1SC=CS1)c1nc(-c2ccccc2)cs1 | -0.97 | -0.56 | .
C=CCn1c(SCc2cc(=O)n3ccsc3n2)nc2cc(Cl)ccc2c1=O | . | . | -50
CN(C)NC(=O)C(NC(=O)c1ccc(N)cc1)C12CC3CC(CC(C3)C1)C2 (stereo unspecified) | . | . | 12
COC(=O)c1ncn(C2OC(COC(C)=O)C(OC(C)=O)C2OC(C)=O)n1 (stereo unspecified) | 0.07 | -0.56 | -17
CCOc1ccccc1C1CC(=O)NC(SCC)=C1C#N (stereo unspecified) | -0.59 | -0.85 | -41

# Remaining list, next part.
SMILES,SDO1 yeast rescue,SDO1 yeast rescue Rescue 24 h,INS promoter inh
CCC1(C)Cc2c(C#N)c(N)sc(=S)c2CO1 (stereo unspecified),0.47,0.82,-79
O=C1CC(C(=O)Nc2ccccc2)C2(CCCC2)O1 (stereo unspecified),0.71,0.58,0
CCOc1ccc(CCNC(=O)C2CCN(c3nn4c(=O)cc(C)nc4s3)CC2)cc1,-0.4,-0.98,8
Cc1ccc(C(=O)NN2C(=O)C3C4c5ccccc5C(c5ccccc54)[C@@H]3C2=O)cc1 (stereo partly specified),-0.66,-0.89,.
COc1cc(/C=N\NC(=O)CNC(=O)c2cccc([N+](=O)[O-])c2)ccc1O,0.41,0.43,-11
COc1ccc(S(=O)(=O)N(CCN2CCOCC2)Cc2cc(OC)ccc2OC)cc1,-0.96,-0.67,-31
O=C(Nc1c(F)cccc1F)c1cnc(N2CCN(c3ccccn3)CC2)c2ccccc12,-1,-0.61,25
N#Cc1ccc(Oc2ccc(-c3nc4ccccc4nc3-c3ccccc3)cc2)cc1C#N,0.74,1.5,-17
CCN=C1SC(C(=O)Nc2cccc(C)c2)CC(=O)N1CC (stereo unspecified),1.4,1.7,.
Cc1cccc(NC(=O)C(C)OC(=O)c2ccccc2NS(=O)(=O)c2cc(C)c(C)c([N+](=O)[O-])c2)c1 (stereo unspecified),-0.25,-0.06,-50
COc1ccc(C(=O)Nc2ccc(O)cc2C(=O)O)cc1,.,.,-21
O=C(C1Cc2ccccc2CN1S(=O)(=O)c1ccc(F)cc1)N1CCCCCC1 (stereo unspecified),-0.58,-0.51,-64
COc1ccc(C(=O)NCc2cccnc2)cc1S(=O)(=O)N1CCCc2ccccc21,.,.,11
O=C1NC(c2ccccc2)=C(c2nc3ccccc3s2)C(c2ccccc2)N1 (stereo unspecified),-2.1,-1.3,67
CN(C)c1ccc(P(=O)(Nc2cccc(C(F)(F)F)c2)N2CCOCC2)c(NC(=O)c2cccs2)c1 (stereo unspecified),-0.1,1.3,-47
O=C(Cn1cc(C(F)(F)F)cc(Cl)c1=O)NCCc1ccccc1,1.9,1.3,-16
Cc1c(NS(=O)(=O)c2ccc(Cl)c(C(=O)OCC(=O)NCc3ccco3)c2)c(=O)n(-c2ccccc2)n1C,.,.,-14
CCCN1CCN(C(=O)c2nn(-c3ccc(OC)cc3)c(=O)c3c2c2ccccc2n3C)CC1,.,.,12
CC(C)(C)C1CCC(OCC(O)CN2CCCC2)CC1 (stereo unspecified),.,.,32
O=C(N/N=C/c1ccc(O)c(O)c1)c1ccc(CSc2cccc3cccnc23)cc1,-1.9,-0.72,-50
CCCCNC(=O)CCn1c(=O)c2ccccc2n(Cc2cc(C)ccc2C)c1=O,1.5,3.1,14
Cc1ccc(-n2nc(C(=O)NCc3ccco3)c3c4ccccc4n(C)c3c2=O)cc1,-2.7,-1.7,-4
CC1=C(C(N)=O)C(c2ccccc2)n2nc(-c3cccc(C)c3)nc2N1 (stereo unspecified),0.26,-0.49,.
CC(C)(c1ccccc1)c1ccc(OCCCNCCO)cc1,-0.1,-0.29,6
CN1C(=S)SC(N(O)C(=O)NC2CCCCC2)C1(C)C (stereo unspecified),0.42,-0.03,18
NS(=O)(=O)c1ccc(CCNC(=O)CSc2ccccc2)cc1,-0.32,-0.25,0
CN(C)CCNc1nc2c(c(=O)[nH]c(=O)n2C)n1CCCc1ccccc1,0.54,0.07,.
Cc1c(C(=O)N2CCC(Cc3ccccc3)CC2)cccc1[N+](=O)[O-],.,.,56
COc1cc(S(=O)(=O)NC2CCCCC2C)ccc1Cl (stereo unspecified),-1.4,-0.68,-138
Cc1ccc(CNC(=O)C2CCN(S(=O)(=O)N3CCC4(CC3)OCCO4)CC2)cc1,0.67,0.21,6
O=C(Cn1cnc2ccccc2c1=O)NCCC(=O)Nc1ccc2c(c1)OCO2,.,.,47
NNC(=O)CSc1cccc2cccnc12,-0.08,-0.83,11
CC1CCCC(C)N1S(=O)(=O)c1ccc(NC(=O)c2ccccc2C(=O)N2CCOCC2)cc1 (stereo unspecified),-0.31,-0.66,62
c1ccc(-n2nnnc2-n2cnc3ccccc32)cc1,-0.24,-1.1,-10
N/C(=N\NC(=O)c1ccccc1Cl)c1cc2ccccc2oc1=O,.,.,-17
c1ccc(-c2nc(N3CCCCCC3)c3ccccc3n2)nc1,-2.8,-2,.
COC(=O)c1ccccc1NC1c2ccccc2C(=O)N1c1cccnc1 (stereo unspecified),-1.6,-1.1,.
CSc1nsc(/C=C/Nc2ccc(C(=O)O)cc2)c1C#N,.,.,0
Cc1cc2ncn(S(=O)(=O)c3ccc(S(=O)(=O)N4CCCCCC4)cc3)c2cc1C,.,.,0
COc1ccc(OC/C(O)=C(\C#N)c2nc3ccccc3[nH]2)cc1,-1.1,-0.12,16
CN(C)/C=C(/C(=O)c1ccccc1Cl)S(=O)(=O)c1ccccc1,.,.,-22
C/C(=N/Nc1nc(-c2ccc(Cl)cc2)cs1)c1cccs1,0.29,0.25,11
CCCCn1c(SCc2c(C)noc2C)nc2cc(S(N)(=O)=O)ccc21,1.1,0.47,-56
Cc1cc(OCC(=O)NCCN2CCOCC2)cc(C)c1Br,-0.09,-0.51,-43
Cn1c(=O)c2c(nc(NCc3ccc4c(c3)OCO4)n2Cc2ccccc2F)n(C)c1=O,-1.4,-0.89,55
CC(=O)N1CCN(c2ccc(NC(=O)c3ccc(N4CCCC4)c([N+](=O)[O-])c3)cc2Cl)CC1,-0.6,-0.65,-8
CCOc1c(Cl)cc(/C=N/NC(N)=S)cc1OC,-0.01,0.11,-14
Cc1ccc(C(=O)NCc2ccco2)cc1S(=O)(=O)Nc1cccc(Cl)c1,0.38,0.42,-14
Cc1cc(NC(=O)c2ccc(C)c([N+](=O)[O-])c2)no1,.,.,-80
COc1ccc(-c2nn(-c3ccccc3)cc2/C=C/C(=O)OCC(=O)Nc2ccccc2C#N)cc1,.,.,-100
CC(O)CNCCNCc1c(OCc2ccccc2)ccc2ccccc12 (stereo unspecified),-0.28,-0.78,-110
c1cc(C(c2nnnn2C2CCCC2)N2CCOCC2)ccn1 (stereo unspecified),-0.91,-1.4,-45
COc1ccc(NC(=O)C(Br)C(C)C)cc1 (stereo unspecified),.,.,64
Cc1nn(C(=O)N2CCOCC2)c(C)c1C,-0.92,-1.1,19
N#Cc1ccccc1Cn1c(-c2cscn2)nc2ccccc21,-1.1,-1.3,.
COc1cc(N2CCCC2)c(OC)cc1/C=C(/C#N)c1ccc(Br)cc1,-0.75,0.95,-87
COc1cc(CNCCO)ccc1OCC(=O)Nc1ccc(Br)cc1,1.1,0.49,-18
COc1cc(-c2cc(C(=O)Nc3ccc(S(=O)(=O)NCc4ccco4)cc3)c3ccccc3n2)cc(OC)c1OC,2.1,3.5,-4
COc1cc(NS(=O)(=O)c2ccc(NC(=S)NC(=O)C3CCCC3)cc2)nc(OC)n1,-0.31,-0.23,.
CCC(=O)Nc1ccc(C(=O)n2ccc(C)n2)cc1,0.2,-0.02,9
# Following part.
SMILES,SDO1 yeast rescue,SDO1 yeast rescue Rescue 24 h,INS promoter inh
COCCCn1c(SCC(=O)OC2CCCCC2)nnc1-c1ccco1,-0.13,-0.65,.
COC(=O)c1[nH]c(C)c(/C(O)=C2\C(=O)C(=O)N(CCN(C)C)C2c2cc(OC)ccc2OC)c1C (stereo unspecified),0.39,-0.04,-27
CC(C)NS(=O)(=O)c1ccc(NC(=O)C2CCCCC2)cc1,0.04,0.27,0
COc1ccccc1NS(=O)(=O)c1cc(NC(=O)c2ccncc2)ccc1N1CCCC1,.,.,-20
CCn1c(Cc2cccs2)nnc1SCC(=O)Nc1ccc(OC)c(OC)c1,0.12,-0.06,-21
CC1(C)CCCN(C(=O)c2coc(=O)c(Br)c2)C1,1.1,0.13,-55
C=CCNc1cnn(-c2ccccc2)c(=O)c1Cl,.,.,5
COc1ccc(CCNC(=O)c2nnn(CC(=O)Nc3ccccc3)c2N)cc1OC,1.4,2.2,67
C/C(CCc1oc2ccccc2c1-c1ccc(C)o1)=N/O,-0.82,-1.5,-21
Cc1c(N=Cc2cc(Br)cc(Br)c2O)cccc1C(=O)O,-0.64,-0.27,23
CCCCOCCCNC(=O)C1CCCCC1,0.27,0.24,.
CCCOc1ccc(OCCOCCN2CCc3ccccc3C2)cc1,0.16,-0.75,-27
C[N+]1(C2CCC3CCCC2C3O)CCCCC1 (stereo unspecified),.,.,50
Cc1ccc(-n2nc(-c3ccccc3)cc2Nc2ccccc2N)cc1,-0.74,-0.43,-271
Cc1cc(C)c(C#N)c(Oc2ccc(F)cc2)n1,-0.05,-0.16,0

# Only part of the results is shown (hit frequency here may not be typical).
